VEEV TC-83 Vero = inhibitors of VEEV TC-83 cytopathic effect, confirmation, Vero cells (AID 588727). one-dose inhibition, % at 20 µM; IC50 in µM for titrated hits. 0.13% of 350,000 active. Vero cells, VEEV TC-83 cytopathic effect inhibition; higher % means a stronger effect; in the data active = a potency from the dose series; inconclusive = inhibition mostly from about 14% at the one dose, without a potency; inactive = the rest, 99 in 100 with inhibition below about 12%; also: strong numbers were not always called active
H1N1 NS1A inhibition = H1N1 influenza NS1A inhibitors, functional cell based assay (AID 504329) | inhibition, % at 12.5 µM; hits with a dose series show IC50 in µM | 0.3% of 340,000 active | NS1A functional cell-based assay, percent inhibition; higher % means a stronger effect; in the data active = a potency from the dose series; inconclusive = inhibition above about 27% without an active follow-up result; also: strong numbers were not always called active
M. tuberculosis HTS = M. tuberculosis growth inhibition, HTS (AID 449762); 0.59% of 330,000 active; M. tuberculosis H37Rv growth inhibition, 7H9 media; higher % means a stronger effect; one-dose inhibition, % at 25 µM; IC50 in µM for titrated hits; in the data active = a potency from the dose series; inconclusive = inhibition above about 70% without an active follow-up result;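 also: bacterial growth assessed after seven days of incubation; strong numbers were not always called active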
PhoP GFP inhibition = PhoP regulon inhibitors, Salmonella typhi PhoP promoter GFP reporter, confirmatory (AID 1850) | inhibition, % at 50 µM; hits with a dose series show IC50 in µM | Salmonella Typhi PhoP-promoter GFP reporter, fluorescence, 4 h; higher % means a stronger effect | 0.33% of 310,000 active; in the data active = a potency from the dose series; inconclusive = inhibition mostly from about 25% at the one dose, without a potency; inactive = the rest, 99 in 100 with inhibition below about 19%;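 also: 0% = induced wells with vehicle and 100% = uninduced wells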
M. tuberculosis = growth inhibition of non-replicating M. tuberculosis (AID 488890). Mycobacterium tuberculosis non-replicating, growth inhibition; higher % means a stronger effect. inhibition, % at 25 µM; hits with a dose series show IC50 in µM. 0.39% of 320,000 active; in the data active = a potency from the dose series; inconclusive = inhibition mostly from about 82% at the one dose, without a potency; inactive = the rest, 99 in 100 with inhibition below about 76%;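 also: plate controls were DMSO cells for no effect and high antibiotic wells for full effect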
VEEV TC-83 Vero 10K pilot screen = recorded beside VEEV TC-83 Vero, whose call it bears; inhibition, %; measured here: 10K pilot screen inhibition
Starred values were filed as active, the others as inactive; i = inactive; u = inconclusive; x = no result given.

SMILES | VEEV TC-83 Vero | H1N1 NS1A inhibition | M. tuberculosis HTS | PhoP GFP inhibition | M. tuberculosis | others
NS(=O)(=O)c1ccc(CCNC(=O)CN2C(=O)COc3ccc(S(=O)(=O)N4CCCC4)cc32)cc1 | 2.4% | -2% | 0% | 4% | -9%
CCn1c(=O)n(CC(=O)N2CCN(c3ccccc3F)CC2)c(=O)c2ccccc21 | 0.3% | -3% | 1% | 0% | 2%
CCN(CC)C1=C(Cl)C(=O)C(Cl)C12OCCO2 (configuration not stated) | 0.3% | x | -10% | 2% | -24%
O=C(c1ccccc1)C1CCN(C(=O)Nc2ccccc2)CC1 | i | -7% | -7% | 0% | 6%
CCCCCCCCN1C(=O)C(O)=C(C(C)=O)C1c1ccccn1 (configuration not stated) | 2.1% | -5% | -2% | -10% | 21%
COc1ccc(S(=O)(=O)N2CCCCCC2)cc1C(=O)N(C)CC(=O)Nc1ccc(Cl)c(Cl)c1 | 3.7% | -2% | -17% | 1% | 18%
O=C1CC(=O)N(CCNc2ncc(C(F)(F)F)cc2Cl)C(=O)N1 | 0.2% | -15% | 2% | -1% | 10%
O=C(Nc1cccc(C(=O)O)c1)/C(=C\c1ccccc1Cl)NC(=O)c1ccco1 | i | 9% | 0% | 5% | 5%
O=C(NCc1ccc2c(c1)OCO2)Nc1ccc2nsnc2c1 | 1.1% | -3% | 2% | 8% | 3%
CC(=O)c1ccc(NC(=O)c2ccc(-n3cncn3)c([N+](=O)[O-])c2)cc1 | 6.8% | -1% | 7% | -9% | 13%
O=C(Nc1ccccc1F)C(=O)c1cn(CC(=O)N2CCCCC2)c2ccccc12 | 3.6% | -7% | 10% | 4% | -4%
CCN1CCN(S(=O)(=O)c2cc(OC)ccc2OC)CC1 | i | 9% | -2% | 1% | 25% | VEEV TC-83 Vero 10K pilot screen=0.6

The last 3 compounds of the section before open the next one.
SMILES | VEEV TC-83 Vero | H1N1 NS1A inhibition | M. tuberculosis HTS | PhoP GFP inhibition | M. tuberculosis | others
CC(=O)c1ccc(NC(=O)c2ccc(-n3cncn3)c([N+](=O)[O-])c2)cc1 | 6.8% | -1% | 7% | -9% | 13%
O=C(Nc1ccccc1F)C(=O)c1cn(CC(=O)N2CCCCC2)c2ccccc12 | 3.6% | -7% | 10% | 4% | -4%
CCN1CCN(S(=O)(=O)c2cc(OC)ccc2OC)CC1 | i | 9% | -2% | 1% | 25% | VEEV TC-83 Vero 10K pilot screen=0.6
Cc1n[nH]c(=O)c2c(NC(=O)CSc3nnnn3-c3ccc(O)cc3)oc(C)c12 | 2.0% | -12% | 0% | 1% | -7%
COc1cccc(OCCOCCN(C)CCO)c1 | i | 2% | -1% | 5% | 9%
Fc1ccc(-c2nnc(Cc3ccc(Cl)cc3)o2)cc1 | i | -13% | 4% | -4% | u
CC(C)(C)c1ccc(C(CC(=O)O)NC(=O)C23CC4CC(CC(C4)C2)C3)cc1 (configuration not stated) | i | -12% | 7% | -5% | -2%
CCCCN(CCCC)c1ccc(C(=O)c2ccccc2C(=O)O)c(O)c1 | 1.2% | 12% | 14% | 11% | 67%
COc1ccc(-n2nc(C(=O)NCC(=O)NCCc3ccc(OC)c(OC)c3)c3ccccc3c2=O)cc1 | 7.3% | -7% | 5% | 4% | 0%
CC(=O)c1cc(CCC(=O)NC2CCCCCC2)oc1C | 0.8% | -13% | 2% | 12% | 3%
COc1ccc(Br)cc1/C=N/NC(=O)CNC(=O)c1cccnc1 | i | 8% | 4% | -23% | -6%
COc1cc(OC)cc(C(=O)N[C@H](C(=O)Nc2ccccc2N2CCOCC2)C(C)C)c1 | 8.0% | 3% | 1% | -2% | 34%
COC(=O)c1ccc(CSc2nc3ccccc3[nH]2)o1 | i | 23% | -9% | 10% | 5%
CCOc1ccccc1/C=C(/C#N)C(N)=O | 0.7% | 2% | 2% | -13% | -9%
Cc1ccccc1NC(=O)C(C)c1cccc(C(=O)c2ccccc2)c1 (configuration not stated) | 0.7% | -11% | 2% | 20% | 14%
Cc1ccc(-c2nc(N/N=C/c3cccc([N+](=O)[O-])c3)c3ccccc3n2)cc1 | i | -2% | 5% | -1% | 6% | VEEV TC-83 Vero 10K pilot screen=5.2
CC(Oc1ccc(F)cc1)C(=O)Nc1cc(S(=O)(=O)N2CCCCC2)ccc1N1CCN(C)CC1 (configuration not stated) | 1.5% | 0% | x | x | x
N#Cc1cccc(NC(=O)COC(=O)C2CCC2)c1 | 1.3% | -3% | -6% | 1% | -9%
Cc1nc(N2CCN(C(=O)c3cccs3)CC2)c2c3c(sc2n1)CCCC3 | 12% | 8% | 46% | 12% | 7%
O=C(CN1C(=O)CSc2cc(S(=O)(=O)N3CCCCCC3)ccc21)NCCc1ccccc1 | 1.0% | -7% | -10% | -4% | 7%
COc1cc(NC(=O)CCc2nnc3ccc(N4CCC5(CC4)OCCO5)nn23)cc(OC)c1 | 0.9% | 9% | 3% | -11% | -12%
Cc1ccc(S(=O)(=O)Cc2ccc(C(=O)NCCc3ccccc3)o2)cc1 | 1.9% | 8% | -5% | 1% | 7%
Cc1ccc(-n2c(O)c(C=NCCCn3ccnc3)c(=O)[nH]c2=O)cc1 | 1.0% | -23% | 2% | 15% | 8%
CN(C)CC/C=C1/c2ccccc2Sc2c(O)cc(Cl)cc21 | i | 6% | 58% | 14% | 66%
Cc1ccc2c(c1)N(Cc1cccc(C#N)c1)C=NS2(=O)=O | 0.6% | -7% | -8% | 5% | -11%
CCc1ccc(N(CC(=O)NC(C)(C)C)C(=O)CNC(=O)c2cccs2)cc1 | i | 2% | 4% | 1% | -12%
O=C(Oc1ccc2ccccc2c1)C1CCC1 | 0.5% | -4% | 66% | -1% | 41%
O=S(=O)(Nc1ccc2c(c1)OCCO2)c1cccs1 | i | -1% | 0% | -19% | -7%
CCC1CCCCN1CCCNC(=O)C1CCN(c2ncnc3c2nc2n3CCCCC2)CC1 (configuration not stated) | i | 3% | 9% | 6% | 2%
COc1ccc(NC(=O)Nc2c(O)ccc3ccccc23)cc1 | 2.0% | -13% | -1% | 3% | x
CCN(C(=O)CSc1n[nH]c(-c2cc(Cl)ccc2OC)n1)C1CCS(=O)(=O)C1 (configuration not stated) | 9.3% | -7% | x | x | x
CCOC(=O)C1=C(CC)Nc2ccccc2N/C1=N\S(=O)(=O)c1ccccc1OC | 5.5% | 4% | -1% | x | 9%
CC1(C#N)c2ccccc2C(Br)=CN1C(=O)c1ccccc1 (configuration not stated) | i | 13% | 7% | -3% | 24% | VEEV TC-83 Vero 10K pilot screen=0.5
CC(=O)C1(C)CCC2C3C=C(C)C4=CC(=O)CCC4(C)C3CCC21C (configuration not stated) | 0.7% | 3% | x | x | x
CCOc1ccc(-c2n[nH]c(C)c2Oc2ccccc2OC)c(O)c1 | 2.5% | 6% | -2% | 5% | -5%
C/C=C\C=C/C(=O)Nc1cccc(C2=NOC3(C2)C[C@H](C(N)=O)N(C(=O)c2ccc(OC)cc2)C3)c1 (some centres not stated) | 0.7% | -3% | -5% | -1% | 6%
CC(=O)c1ccc(NC(=O)C2CCN(S(=O)(=O)c3cccc4nonc34)CC2)cc1 | 0.6% | 2% | -4% | -4% | 9%
CCOc1ccc(NC(=O)CN2CCN(C3c4ccccc4-c4ccccc43)CC2)cc1 | i | 24% | u | -10% | 57%
COc1ccc(Nc2oc(-c3ccc(Cl)cc3)nc2C#N)cc1 | i | 8% | -3% | -1% | -1%

Looked up one by one from the list above (four):
SMILES | VEEV TC-83 Vero | H1N1 NS1A inhibition | M. tuberculosis HTS | PhoP GFP inhibition | M. tuberculosis | others
Cc1nc(N2CCN(C(=O)c3cccs3)CC2)c2c3c(sc2n1)CCCC3 | 12% | 8% | 46% | 12% | 7%
COc1ccc(-n2nc(C(=O)NCC(=O)NCCc3ccc(OC)c(OC)c3)c3ccccc3c2=O)cc1 | 7.3% | -7% | 5% | 4% | 0%
Cc1ccc2c(c1)N(Cc1cccc(C#N)c1)C=NS2(=O)=O | 0.6% | -7% | -8% | 5% | -11%
O=C1CC(=O)N(CCNc2ncc(C(F)(F)F)cc2Cl)C(=O)N1 | 0.2% | -15% | 2% | -1% | 10%

Continued:
SMILES | VEEV TC-83 Vero | H1N1 NS1A inhibition | M. tuberculosis HTS | PhoP GFP inhibition | M. tuberculosis | others
O=C(CSc1ccc(Cl)cc1)c1ccco1 | 0.6% | 5% | -1% | 27% | u
Cc1ccc(C(=O)Nc2ccccc2-c2ccccc2)cc1S(=O)(=O)Nc1cccc(C)c1C | 0.4% | -6% | 9% | -8% | 16%
Cc1cccc(CS(=O)(=O)Cc2ccc(C(=O)NCCc3ccccc3)o2)c1 | 0.6% | 0% | 2% | 1% | 23%
C/C(N)=C(/C#N)C(=O)CSc1nnnn1-c1ccc(C)cc1C | i | 0% | -14% | -7% | 20%
CCOC(=O)c1c[nH]c2c3c(ccc2c1=O)CCCC3 | i | -5% | -16% | 5% | 12%
COc1ccc(-c2nc(CS(=O)(=O)CC(=O)NC3CCC(C)CC3)c(C)o2)cc1 (configuration not stated) | 5.4% | 5% | -2% | 3% | -4%
COc1ccc(C(=O)Nc2ccc(Cn3ccnc3)cc2)cc1OC | 2.5% | -2% | 9% | 2% | -3%
COC(=O)c1ccccc1NC(=O)CN1CCN(Cc2ccccc2)CC1 | 0.5% | -23% | 8% | 9% | -6%
Nc1ncc([N+](=O)[O-])c(Oc2ccccc2F)n1 | i | -8% | 5% | 5% | 8%
CCOc1ccccc1N(C(=O)Nc1ccc(Cl)cc1)C1=NCCS1 | 0.6% | -1% | 2% | -6% | 11%
CC(C)(C)c1ccc(NC(=O)CCNC(=O)c2ccco2)cc1 | 0.4% | -9% | 2% | 13% | 4%
Cn1nnnc1SCC(=O)N1CCCc2ccccc21 | i | 4% | 10% | -1% | 48%
O=C(NCCc1ccccn1)c1ccc(S(=O)(=O)N2CCCCCC2)cc1 | i | -5% | 4% | -8% | 11%
O=C(CN1CCCC1=O)NCCc1ccccc1 | 0.5% | -4% | 0% | 1% | -2%
COc1ccccc1CCNS(=O)(=O)CCNC(=O)c1ccccc1 | 8.4% | 0% | -5% | 3% | 7%
O=C1C=C(O)CC(c2ccco2)C1 (configuration not stated) | 0.5% | 6% | 5% | -21% | 42% | VEEV TC-83 Vero 10K pilot screen=0.6
Cc1ccccc1-c1nnc(-c2cccc3ccccc23)o1 | 2.7% | -4% | x | x | x
CCn1c(C)cc2c(c1=O)C(c1ccccc1)C(C(=O)OC)=C(N)O2 (configuration not stated) | 0.3% | 2% | 4% | -13% | 20%
CN(CCNC(=O)c1ccc(CS(=O)(=O)c2ccc(Br)cc2)o1)CCc1ccccc1 | i | 3% | 6% | 3% | 31%
CC(=O)C1=C(C)NC(SCC(N)=O)=C(C#N)C1c1sccc1C (configuration not stated) | 0.6% | 0% | -3% | -4% | 15%
Cc1cnc(C(=O)OCC(=O)Nc2ncc(Cl)cc2Cl)cn1 | 1.4% | -7% | -5% | x | -3%
O=C(Nc1nnc(C2CC2)s1)C1CCCCC1 | 1.9% | 1% | -10% | x | 23%
COc1ccccc1N1CCN(Cc2cc3c(cc2Br)OCCO3)CC1 | 2.7% | 3% | -1% | -6% | 10%
Cc1c(NC(=O)CSc2ncccn2)c(=O)n(-c2ccccc2)n1C | i | -12% | 2% | 1% | -4%
O=C(/C=C/c1cccs1)Nc1sc2c(c1C(=O)O)CCCC2 | 6.8% | 10% | 5% | 3% | 69%
NCCCN1CCOCC1 | 6.0% | 1% | -5% | -6% | 94%
COc1cc(C=O)ccc1OCCCOc1ccccc1[N+](=O)[O-] | 0.3% | -6% | 1% | 8% | u
O=C(O)CNS(=O)(=O)c1ccc2c(c1)CCCC2 | 0.7% | -4% | -9% | -4% | -7%
CCOC(=O)c1c(C)[nH]c(C(=O)CSc2nnc(Nc3ccccc3F)s2)c1C | 11% | -2% | -5% | -4% | -13%
O=C(CSc1nnc(-c2ccccc2)c(-c2ccccc2)n1)Nc1ncc(Cl)cc1Cl | 1.5% | -2% | 8% | -15% | 74%
O=C(Cn1cc(Cl)ccc1=O)c1ccc(Cl)cc1 | i | 0% | -1% | -5% | 38%
O=C(N/N=C/c1ccco1)c1cccc(S(=O)(=O)Nc2ccccc2Cl)c1 | 0.4% | -3% | -2% | -1% | -24%
O=C(CC(=O)N/N=C\c1ccc(F)cc1)NCCc1ccccc1 | 0.2% | -7% | 2% | 9% | -6%
Cc1nn(S(=O)(=O)c2ccccc2)c(C)c1Sc1ccc([N+](=O)[O-])cc1 | i | -4% | -1% | 2% | -15%
Oc1ccccc1N=Nc1nc(-c2ccccc2)c(-c2ccccc2)[nH]1 | >25µM* | 15% | 18% | -12% | 58%
Cn1cc(Cl)c(C(=O)NC2CCCC2)n1 | i | -12% | -8% | -1% | 1% | VEEV TC-83 Vero 10K pilot screen=0.0
